Screening results from PubChem BioAssay.
eIF4E-4G inh = inhibitors of eIF4E and eIF4G interaction in translation initiation; TR-FRET eIF4E-eIF4GI(517-606) binding, 2 h; actives 0.37% (n = 220,000); P63073+Q04637; inhibition, % at 21.7 µM;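 active = inhibition above about 30%, limit read from the data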;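 note: 0% = full FRET control wells and 100% = background wells lacking eIF4GI fragment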
L929 necroptosis = L929 zVAD cell death inhibition; L929 zVAD necroptosis rescue, ATP luminescence, 24 h; with zVAD 60 µM; viability rescue, % at 10 µM; actives 0.38% (n = 220,000);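 active = activation, scaled between plate controls, above about 75%, limit read from the data; inactive = activation under that limit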;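 note: 0% = zVAD with DMSO and 100% = DMSO alone without zVAD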
PERK inhibitor = human PERK inhibition, primary cell-based screen; Q9NZJ5; CHO PERK-DD fusion, SEAP luminescence translation reporter; inhibition, % at 5.6 µM; actives 0.17% (n = 220,000); AID 1416;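 active = inhibition above the mean inhibition of all tested compounds plus 3 SD, set separately per screening campaign, cut at about 2.9% in these data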;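 note: PERK kinase domain activated by AP20187 dimerizer at 100 nM; 0% = DMSO with dimerizer and 100% = rapamycin at 8.4 µM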
Mdm2 ligase inh = inhibitors of human Mdm2 E3 ubiquitin ligase | cell-based MDM2 ubiquitination luciferase reporter, 2 h; 0 = plate control, 100 = twice control, blank-subtracted | signal enhancement, % at 5 µM | Q00987 | actives 0.11% (n = 210,000) | AID 1230;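 active = signal enhancement of 30% or more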;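 note: luminescence tracks abundance of the self-degrading MDM2-luciferase fusion protein; higher signal means inhibition of MDM2 E3 ligase activity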
Target sequence (Q00987 whole entry, looked up, the tested form may be a part): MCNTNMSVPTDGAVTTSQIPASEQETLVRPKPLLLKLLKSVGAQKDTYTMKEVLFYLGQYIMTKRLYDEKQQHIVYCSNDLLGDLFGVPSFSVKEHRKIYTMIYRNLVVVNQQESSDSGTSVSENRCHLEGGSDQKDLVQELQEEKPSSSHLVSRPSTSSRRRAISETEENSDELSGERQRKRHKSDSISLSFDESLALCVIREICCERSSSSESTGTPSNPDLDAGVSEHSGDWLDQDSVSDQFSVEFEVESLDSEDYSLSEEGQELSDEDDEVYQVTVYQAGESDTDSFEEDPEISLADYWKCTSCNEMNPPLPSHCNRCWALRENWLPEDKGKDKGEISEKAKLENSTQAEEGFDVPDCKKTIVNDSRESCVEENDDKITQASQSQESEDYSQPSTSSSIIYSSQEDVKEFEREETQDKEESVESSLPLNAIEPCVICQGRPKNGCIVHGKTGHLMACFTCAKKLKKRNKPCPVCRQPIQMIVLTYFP
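Assay system: stable mammalian line carrying autodegrading MDM2–luciferase fusion reporter; amount: 2000 cells seeded into each well; buffer or medium: DMEM; benchmarks: plate control and blank wells; signal: luciferase luminescence; timing: 2 h compound exposure at 37 °C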
Calpain2 inh = inhibitors of pig calpain II. actives 0.37% (n = 220,000). purified calpain II, fluorogenic peptide substrate, 30 min. AID 1236. inhibition, % at 16 µM;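 active = inhibition above about 50%, limit read from the data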
TNF death inh = TNF-alpha cell death inhibition in Jurkat FADD-/- cells; actives 0.068% (n = 220,000); Jurkat FADD-/- TNF necroptosis rescue, ATP luminescence, 24 h; 0 = TNF only, 100 = no-TNF cells; activation (protection from cell death), % at 10 µM;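 active = activation, meaning protection from cell death, of at least 50% relative to plate controls; inactive = activation below 50%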;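 note: necroptosis triggered by 40 ng/mL TNF-alpha added together with compound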
Cl transport mod = KCC2 (human) Cl- transport modulation. KCC2 cells, thallium flux FluoZin-2 fluorescence. actives 2.2% (n = 190,000). Q9H2X9. AID 1456. B-score of Tl+ flux slope (higher = more flux/activation; lower = inhibition) at 10 µM;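 active = thallium flux slope and its plate-corrected score both differing from the plate sample mean at a set confidence after two filtering rounds, in either direction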;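 note: slope of fluorescence scaled to starting intensity during 10 to 20 s after thallium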
EBV gp42 block = blocks Epstein-Barr virus glycoprotein 42 binding; Q1HVG2; actives 0.42% (n = 220,000); inhibition, % (tested at 21.74 µM); Fluorescence polarization binding assay, mP read-out; AID 1085; in the data active = inhibition above about 50%
Target sequence (Q1HVG2 whole entry, looked up): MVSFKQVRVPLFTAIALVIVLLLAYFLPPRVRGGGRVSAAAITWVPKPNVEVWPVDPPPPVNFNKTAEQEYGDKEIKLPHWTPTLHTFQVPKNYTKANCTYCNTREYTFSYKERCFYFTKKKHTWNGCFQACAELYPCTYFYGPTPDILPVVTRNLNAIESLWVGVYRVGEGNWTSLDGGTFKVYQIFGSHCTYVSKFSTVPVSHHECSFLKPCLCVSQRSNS
Rad51 HR inh = blocks human Rad51 in homologous recombination; Q06609; hRad51 DNA strand exchange, fluorescence dequenching; inhibition, % at 10 µM; actives 0.085% (n = 200,000); AID 1385;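 active = inhibition above 40% at the single screening dose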;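 note: 0% = DMSO control wells and 100% = blanks with heterologous ssDNA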
Target sequence (Q06609 whole entry, looked up): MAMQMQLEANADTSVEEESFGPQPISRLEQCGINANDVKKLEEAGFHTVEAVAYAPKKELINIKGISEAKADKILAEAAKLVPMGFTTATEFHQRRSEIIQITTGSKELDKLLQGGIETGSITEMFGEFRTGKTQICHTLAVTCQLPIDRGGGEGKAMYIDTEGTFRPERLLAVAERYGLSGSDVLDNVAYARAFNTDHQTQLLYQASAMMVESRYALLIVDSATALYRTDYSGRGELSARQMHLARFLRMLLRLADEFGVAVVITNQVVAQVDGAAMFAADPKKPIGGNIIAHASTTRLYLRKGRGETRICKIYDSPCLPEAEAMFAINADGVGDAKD
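System: human Rad51 nucleoprotein filaments preassembled on unlabelled ssDNA. Reagent: labelled 47-mer dsDNA for strand exchange. Schedule: 30-min compound preincubation and 15-min exchange, both room temperature. Measured by: FRET fluorescence dequenching, excitation 485 nm, emission 520 nm. Read-out: Fluorescence-based percent inhibition, control- and blank-normalised. Benchmarks: plate controls and plate blanks.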
* hit, by the source's call; . = not tested or not shown; [ ] = another dose, or the depositor's remark.

SMILES	eIF4E-4G inh	L929 necroptosis	PERK inhibitor	Mdm2 ligase inh	Calpain2 inh	TNF death inh	Cl transport mod	EBV gp42 block	Rad51 HR inh
COc1ccccc1C(=O)NN1C(=O)C2C3C=CC(O3)C2C1=O (stereo unspecified)	10[fluorescence artefact?]	0.0	0.6	3	3	-3.8	0.19	-24	2
COCCN1C(=O)N(c2cccc(C)c2)C(=O)C1CC(=O)Nc1ccc(F)cc1 (stereo unspecified)	4	1.5	0.6	-2	9	-0.3	-0.91	-10	6
O=C(CN1CCN(S(=O)(=O)c2ccc(Br)cc2)CC1)Nc1ccccc1F	-3	0.6	-0.9	-1	-9	3.5	-0.038	0	12
CN1CCN(c2ccc(S(=O)(=O)N3CCCCC3)cc2NC(=O)c2cccc([N+](=O)[O-])c2)CC1	-1	0.5	0.6	-1	5	2.2	1	-4	8
COC(=O)c1cccc(Oc2nc(N3CCOCC3)nc(N3CCOCC3)n2)c1	.	-0.5	0.7	.	.	-0.9	1.9	.	.
Cc1cc(=O)oc2c1c(C)nn2-c1ccc(Br)cc1	-3	0.6	0.2	-7	6	-1.1	0.6	3	-6
CC[C@H](C)[C@H](NC(=O)[C@H](Cc1ccc(O)cc1)NC(=O)[C@@H](N)C(C)C)C(=O)N[C@@H](Cc1cnc[nH]1)C(=O)N1CCC[C@H]1C(=O)N[C@@H](Cc1ccccc1)C(=O)O	2	2.0	0.8	.	6	2.2	-0.021	-12	2
CC(=O)c1ccc(OC(=O)CCN2c3ccccc3Sc3ccccc32)cc1	3	0.3	0.3	6	3	0.2	-0.88	-20	5
COc1ccccc1Cn1c(=O)c2ccccc2n2c(SCc3csc(C)n3)nnc12	-2[fluorescence artefact?]	-1.9	0.3	18	-6	0.9	-0.0012	-20	14
COc1ccc(/C=C/c2nc(-c3ccccc3O)n(-c3ccccc3)n2)cc1	3	2.2	0.6	.	-282	1.7	0.16	-6	.
CCCCN1C(=O)C(O)=C(C(C)=O)C1c1ccc(OC)cc1OC (stereo unspecified)	-3[fluorescence artefact?]	-0.8	0.1	-4	14	-0.3	-0.25	3	-12
CC(C)c1cc[n+](-c2nc([O-])sc2C=O)cc1	12	0.6	-0.4	-21	-5	-1.7	-0.028	30	1
O=C(NC1CCN(Cc2ccccc2)CC1)c1ccc2c(c1)[nH]c(=O)n2Cc1ccc(F)cc1	1	12	0.3	-4	-23	-5.6	-0.0058	-26	7
CC(C)(C)c1csc(NC(=O)CSc2nc3ccccc3c(=O)[nH]2)n1	3	0.1	-0.5	-20	-34	0.4	-0.59	-11	4
CCOC(=O)N1CCN(c2c(N3CCN(c4ccc(F)cc4)CC3)c(=O)c2=O)CC1	-2	-0.3	-1.6	4	-5	-1.6	0.035	-18	.
Cc1nc(SCC(=O)c2cccs2)c2oc3ccccc3c2n1	-17	0.6	-1.3	-4	2	-0.8	-0.28	-1	5
O=C(CSc1nnc(-c2ccncc2)o1)N1CCCC1	2	-1.7	0.4	-5	4	0.1	0.018	-1	.
Cc1ccc(C)c(NC(=O)c2cnc3n(c2=O)CCS3)c1	2	-0.5	0.4	22	-37	0.3	.	-13	-3
Cc1cccc(NC(=O)CS(=O)(=O)c2cn(C)c3ccccc23)c1	1	0.9	0.2	-6	-8	2.6	0.53	-20	-12
Cc1nc2scc(-c3ccccc3)c2c(=O)n1/N=C/c1ccco1	15	5.0	0.6	-18	4	-2.5	-0.42	-19	-1
Cn1cc(CNC(=O)/C=C/c2ccc(Cl)cc2)cn1	-1	0.3	0.2	-16	1	0.6	.	-16	5
CCCOc1ccc(C2NC(=O)NC2=O)cc1 (stereo unspecified)	-3	0.9	0.8	0	7	-1.4	0.96	1	10
Cc1ccc(NC(=O)c2ncn[nH]2)cc1	-7	1.0	0.5	-17	22	-0.4	-0.073	-2	3
COc1ccc2cc(/C(C)=N/NC(=O)c3cc(-c4cccnc4)nc4ccccc34)ccc2c1	14	73	0.9	0	-74	0.9	0.99	-28	3
O=C(O)COc1ccc(/C=N/NC(=O)COc2nsnc2N2CCOCC2)cc1	-2	2.3	1.6	2	-10	1.2	-1.2	-4	-1
COc1ccc(NS(=O)(=O)c2ccc(NC(=S)NC(=O)c3cccc(F)c3)cc2)nn1	-5	1.1	0.0	3	-1	2.0	0.63	-12	9
Cc1cc(C(F)(F)F)nc(SCC(=O)Nc2ccccc2)n1	-1[fluorescence artefact?]	-0.4	0.0	-2	-7	0.7	0.63	-22	-5
CCOc1cc(NC(=S)NCC(C)C)c(OCC)cc1NC(=O)c1ccco1	-2[fluorescence artefact?]	1.2	0.1	-11	-28	-0.3	0.47	-8	.
CCOC(=O)CNC(=O)c1cccs1	4	-0.1	1.2	-6	-21	-1.6	1.2	-19	4
Cc1cc(-c2csc(NC(=O)c3ccc(C#N)cc3)n2)c(C)n1Cc1ccco1	-1[fluorescence artefact?]	-0.8	0.5	0	-30	-2.5	0.54	-4	-3
O=C(NCc1ccco1)/C(=C\c1cccs1)NC(=O)c1cccs1	-2	1.1	0.2	-5	4	-3.2	-0.12	-6	8
COc1ccc(NC(C)=O)cc1NC(=O)CSc1nnc(-c2ccc(F)cc2)n1N	-4	0.0	-0.5	2	4	0.3	-0.58	-14	-3
O=C(NCC(=O)N(c1cccc(F)c1)C(C(=O)NC1CCCC1)c1cccnc1)c1cccs1 (stereo unspecified)	3	0.8	0.5	-4	1	-0.6	-0.22	-6	2
O=C(Cn1nc(C(F)(F)F)c2c1CCCC2)NCc1ccco1	0	-0.5	0.6	-20	11	-3.1	.	3	-37
COc1ccccc1N(C)S(=O)(=O)c1ccc(C(=O)OCC(=O)NCc2ccco2)cc1	-1	-0.5	-0.7	6	16	-4.0	-0.86	-12	1
CCC(=O)NC(=S)Nc1cccc(NC(=O)CC)c1	-2	-0.2	0.8	-3	13	-3.3	.	-4	.
CC(=O)Nc1ccc(NC(=O)C(C)OC(=O)/C=C/c2cccs2)cc1 (stereo unspecified)	-8	0.4	-0.3	0	43	0.7	-0.033	-12	-4
Cc1noc(NS(=O)(=O)c2ccc(N/C=C/C(=O)c3cccnc3)cc2)c1C	0	3.1	0.6	-6	22	1.9	0.44	-8	1
CCOC(=O)C1CCN(c2cc(=O)n(-c3ccccc3Cl)c(=O)[nH]2)CC1	3	0.8	2.0	.	-9	-0.6	0.2	-8	-2
COC(=O)c1ccccc1N(C)S(C)(=O)=O	-2	0.6	-0.2	-5	-27	-0.1	-1.1	-22	-2
Cc1ccc(NCCC(=O)c2cccc([N+](=O)[O-])c2)c(C)c1	4	0.0	0.4	-5	25	-19	.	-11	3
Cc1nn(Cc2ccc(Cl)cc2Cl)c(C)c1NC(=O)CCl	-4	-1.0	0.8	-24	16	-11	.	-2	-9
COC(=O)CN1C(=S)N(c2ccc(F)cc2)C(=O)C1CC(=O)Nc1ccccc1 (stereo unspecified)	-1	3.6	0.4	-30	6	-0.5	-0.88	6	11
COc1ccc(CN2CCN(Cc3nc4ccccc4s3)CC2CCO)c(C)c1C (stereo unspecified)	2	42	-0.7	-6	24	2.7	0.02	-2	-7
COc1ccc(Oc2ccc(C(F)(F)F)cc2NC(=O)c2ccc(C)cc2)cc1	4	0.9	-1.0	-12	27	3.6	0.25	-1	10
CCC(CC)c1nnc(NC(=O)CS(=O)(=O)Cc2ccccc2)s1	-2[fluorescence artefact?]	0.0	-0.1	-10	-2	-0.3	0.0058	-12	-5
COc1ccc(/C=C(\NC(=O)c2ccc(OCC(C)C)cc2)C(=O)OCc2ccco2)cc1	4	1.2	-0.2	-20	15	3.0	0.18	-9	-10
COCc1nnc(NS(=O)(=O)c2ccc(Br)cc2)s1	3[fluorescence artefact?]	-0.4	0.6	-13	-26	-1.3	0.57	-23	-3
COC(=O)Oc1cncc(C(=O)O)c1	-3	-0.3	0.1	-27	-6	-3.0	-0.72	-19	1
Cc1ccc2[nH]c(=O)c(C(c3nnnn3C3CCCC3)N(Cc3cccnc3)Cc3ccco3)cc2c1 (stereo unspecified)	-4	-0.7	0.3	6	2	-12	-0.41	-5	0
Cc1cccc(-c2c3c(=O)n(C)c(=O)n(C)c3cn2C2CCCCC2)c1	1	-0.2	0.2	0	18	-4.1	.	-25	0
CC(C)Cn1nc(C(=O)OCC(=O)NCC(F)(F)F)c2ccccc2c1=O	-1	-0.7	0.1	-15	22	0.2	-1.1	-17	-7
Cc1ccc(C(=O)N2C3=C(CCCC3)C(=O)NC23CCCCC3)cc1	-1	2.1	0.7	-16	-3	0.5	1.1	11	-9
NC(=O)c1nsc(C(=O)N(CC(=O)NC2CCCC2)Cc2ccc3c(c2)OCO3)c1N	4	0.8	-0.8	-12	-29	-0.1	0.011	-9	3
Cc1c(C(=O)NCCn2ccc3ccccc32)cccc1[N+](=O)[O-]	4	0.3	1.8	-7	17	0.0	0.0051	1	1
COc1ccc(C)c2sc(=NC(=O)c3cccc(N4C(=O)CCC4=O)c3)n(C)c12	-3	-0.8	-1.6	-1	-17	-11	0.6	-1	.
CCOC(=O)c1c(NC(C)=O)sc2c(O)c(Br)cc(Br)c12	22	0.9	1.0	.	-12	1.5	-2.5	-13	.
Cc1cc(C)c(NC(=S)N(CCN2CCCCC2)Cc2ccco2)c(C)c1	0	-0.4	1.2	-12	-7	0.4	0.17	-7	5
O=c1c2c(-c3cccs3)csc2ncn1/N=C/c1ccc(OC(F)F)cc1	-10	0.0	1.1	-16	-18	-10	0.11	4	2
Cc1sc2nc(CSc3ncn[nH]3)[nH]c(=O)c2c1C	-2	2.5	1.9	-24	-14	-1.0	-1.3	-9	-2

Reprinted at random: two records from the list.
SMILES	eIF4E-4G inh	L929 necroptosis	PERK inhibitor	Mdm2 ligase inh	Calpain2 inh	TNF death inh	Cl transport mod	EBV gp42 block	Rad51 HR inh
COc1ccc(C)c2sc(=NC(=O)c3cccc(N4C(=O)CCC4=O)c3)n(C)c12	-3	-0.8	-1.6	-1	-17	-11	0.6	-1	.
Cc1cccc(-c2c3c(=O)n(C)c(=O)n(C)c3cn2C2CCCCC2)c1	1	-0.2	0.2	0	18	-4.1	.	-25	0

Further results.
SMILES	eIF4E-4G inh	L929 necroptosis	PERK inhibitor	Mdm2 ligase inh	Calpain2 inh	TNF death inh	Cl transport mod	EBV gp42 block	Rad51 HR inh
O=C(Nc1ccccc1)N(C1=NCCC1)c1ccccc1	1	-0.4	1.2	-3	12	1.9	0.37	1	.
O=c1[nH]c2cc(Cl)ccc2n(CCNc2ncc(C(F)(F)F)cc2Cl)c1=O	.	-0.1	0.3	-14	-17	-4.3	.	-2	.
N#CCc1ccc(NS(=O)(=O)c2ccc(C3CCCCC3)cc2)cc1	17	0.8	0.2	-8	29	2.1	0.73	2	-10
CCS(=O)(=O)Nc1cccc(C2=NN(S(=O)(=O)c3ccc(C)cc3)C(c3ccco3)C2)c1 (stereo unspecified)	0	-0.3	0.3	-27	6	2.1	0.017	-1	32
COc1cccc(NC(=O)CSc2nnc(Cn3c(=O)sc4ccccc43)n2C)c1	1[fluorescence artefact?]	2.1	0.7	-16	-7	0.4	-0.47	-7	4
